LYP phosphatase: PTPN22 lymphoid phosphatase activity blockers – biochemical, fluorescence intensity, uHTS (AID 1779); recombinant LYP phosphatase, fluorescence intensity; higher % means a stronger effect; one-dose inhibition, % at 11.5 µM; IC50 in µM for titrated hits; 0.054% of 290,000 active; in the data active = inhibition above about 50%;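 note: plate controls were vehicle with enzyme for no effect and no enzyme for full effect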
Large T inhibition: TAg ATPase/helicase activity blockers – biochemical (AID 1903). SV40 large T antigen ATPase/helicase inhibition assay; higher % means a stronger effect. inhibition, % at 20 µM; hits with a dose series show IC50 in µM. 0.39% of 310,000 active; in the data active = a potency from the dose series; inconclusive = inhibition mostly from about 32% at the one dose, without a potency; inactive = the rest, 99 in 100 with inhibition below about 32%; note: strong numbers were not always called active
HIV peptide binding: inhibitors of HIV fusion peptide binding, primary screen, biochemical, uHTS, fluorescence dequenching (AID 1986); cell-free peptide binding, fluorescence dequenching, 30 min; higher % means a stronger effect; inhibition, % at 20 µM, or IC50 in µM where a hit was titrated; 0.3% of 290,000 active; in the data active = inhibition mostly above about 52%, no sharp cut-off; inactive = mostly below about 76%; note: some results filed as inactive read as strong as hits
Rac1 GTP hydrolysis: MgcRacGAP GTPase-activating activity inhibitors, confirmation, biochemical, ADP Hunter fluorescence; MgcRacGAP-stimulated Rac1 GTP hydrolysis, ADP Hunter fluorescence; higher % means a stronger effect; GST-tagged Rac1 F28L mutant substrate; one-dose inhibition, % at 30 µM; IC50 in µM for titrated hits; 0.6% of 340,000 active; AID 624330;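 active = first-screen hits whose inhibition reached a set limit at any dose in the follow-up dose series; inconclusive = inhibition above the set first-screen limit but never retested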;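 note: fluorescence reports GDP produced by GAP-driven GTP hydrolysis; strong numbers were not always called active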
RSV CPE inhibition: inhibition of RSV-induced cytopathic effect – HEp-2 cells, primary 10 µM value included (AID 2391); HEp-2 cells, RSV-induced CPE inhibition; higher % means a stronger effect; CPE inhibition, % at 10 µM; hits with a dose series show IC50 in µM; 0.13% of 310,000 active; in the data active = a potency from the dose series; inconclusive = CPE inhibition mostly from about 23% at the one dose, without a potency; inactive = the rest, 99 in 100 with CPE inhibition below about 21%; note: strong numbers were not always called active
Siah-1 displacement: blockers of Siah-1 interaction with plectin peptide – biochemical, fluorescence polarization, rhodamine-plectin, uHTS, primary screen (AID 1817). Siah-1 / rhodamine-plectin peptide fluorescence polarization; higher % means a stronger effect. displacement, % at 20 µM; hits with a dose series show IC50 in µM. 0.02% of 290,000 active;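 active = displacement of at least 50% at 20 µM, with a fluorescence ratio check between 0.3 and a set limit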;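 note: plate controls were Siah plus tracer with DMSO for no effect and tracer alone without Siah for full effect; strong numbers were not always called active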
AID2073: disruptors of CaV2.2 binding to Mint1 – biochemical, HTRF (AID 2073); HTRF protein-protein interaction, Mint1-CaV2.2; higher % means a stronger effect; one-dose inhibition, % at 20 µM; IC50 in µM for titrated hits; 0.19% of 290,000 active; in the data active = inhibition mostly above about 51%, no sharp cut-off; inconclusive = no clear call, values can overlap the other calls; inactive = mostly below about 53%; note: some results filed as inactive read as strong as hits
XIAP displacement: XIAP antagonists, biochemical, IAP family, fluorescence polarization (AID 1018); XIAP BIR domain, fluorescence polarization peptide displacement; higher % means a stronger effect; one-dose displacement, % at 20 µM; IC50 in µM for titrated hits; 0.007% of 200,000 active; in the data active = displacement above about 50%; note: a part of the inactive calls stands beside numbers as strong as those of hits
NS5 inhibitors: flavivirus cap methylation enzyme inhibition – biochemical, confirmation dose response, primary screen (AID 588689); 0.3% of 340,000 active; inhibition, % at 25 µM; hits with a dose series show IC50 in µM; Dengue-2 NS5 methyltransferase capping enzyme assay, biochemical; higher % means a stronger effect; in the data active = a potency from the dose series; inconclusive = inhibition above about 29% without an active follow-up result
Starred values were filed as active, the others as inactive; u = inconclusive; x = no result given.

| # | SMILES | Rac1 GTP hydrolysis | Siah-1 displacement | HIV peptide binding | AID2073 | NS5 inhibitors | LYP phosphatase | RSV CPE inhibition | Large T inhibition | XIAP displacement |
| --- | --- | --- | --- | --- | --- | --- | --- | --- | --- | --- |
| 1 | COCCNC(=O)c1cccc2c1-c1ccccc1C2=O | 8% | 1% | -0.6% | -1% | 9% | -5% | 1.8% | 3% | x |
| 2 | CC(C(=O)Nc1ncc2c(n1)CC(C)(C)CC2=O)N1C(=O)c2ccccc2C1=O (stereo not drawn) | 14% | 3% | -0.1% | 1% | -5% | -5% | 1.5% | 9% | -4.8% |
| 3 | COc1ccc(Br)cc1C(C[N+](=O)[O-])c1c(N)n(C)c(=O)n(C)c1=O (stereo not drawn) | 11% | -3% | 0.2% | 9% | 7% | -9% | 12% | 22% | x |
| 4 | CC(=O)c1ccccc1NC(=O)COC(=O)/C=C/c1ccc(OC(F)F)cc1 | -1% | x | x | x | -5% | x | -0.1% | 11% | x |
| 5 | O=C(CCNC(=O)c1ccc(Br)o1)NC1CCCC1 | -1% | -6% | 1.5% | 13% | -2% | 0% | -0.1% | 3% | -7.1% |
| 6 | CCn1c(N2CCN(CC(=O)c3c(C)n(C)c4ccccc34)CC2)nc2c1c(=O)[nH]c(=O)n2C | 12% | 1% | -2.5% | 14% | -13% | -3% | 0.4% | 6% | -2.1% |
| 7 | CC(C)N=C(NC#N)SCC(=O)NC(C)(C)C | 0% | 1% | -0.1% | -3% | 5% | -10% | 0.6% | 12% | -0.3% |
| 8 | O=C(Cc1ccccc1)Nn1c(-c2ccccc2)nc2ccccc2c1=O | 4% | 6% | 2.0% | 10% | -2% | -3% | 0.2% | 5% | -1.6% |
| 9 | COC(CNS(=O)(=O)c1ccc(Cl)cc1)c1ccccc1 (stereo not drawn) | 6% | -2% | -0.1% | 35% | 2% | -6% | 1.2% | 21% | x |
| 10 | CCOc1cccc2cc(C(N)=O)c(=NCc3ccccc3)oc12 | 0% | -7% | 1.1% | 7% | -6% | -11% | 1.1% | -2% | -1.6% |
| 11 | Clc1ccc(CSc2nnc(-c3c[nH]c4ccccc34)o2)cc1 | 12% | 3% | -1.8% | -5% | -1% | -4% | -0.5% | 5% | -2.1% |
| 12 | O=C(N/N=C/c1ccccc1Br)c1ccc(CSc2cccc3cccnc23)cc1 | 10% | 5% | -2.2% | -9% | -1% | -3% | 7.1% | 9% | -2.5% |
| 13 | O=S(=O)(Nc1ccc(Cc2ccncc2)cc1)c1ccc(Cl)s1 | 4% | 1% | 1.8% | 7% | -9% | -4% | -0.3% | 0% | -9.7% |
| 14 | FC(F)(F)c1nc(-c2ccccc2)ncc1-c1nnnn1-c1ccccc1 | 8% | 3% | -0.4% | 3% | 3% | 2% | u | 12% | x |
| 15 | O=C(CCc1nc2ccccc2s1)N1CCN(c2ccccc2)CC1 | 12% | 7% | -1.0% | -3% | -7% | -5% | 17% | 2% | -5.3% |
| 16 | O=C(CCCOc1ccc(Cl)cc1Cl)n1nnc2ccccc21 | 5% | 4% | 5.9% | 16% | -3% | -2% | 0.1% | 9% | -4.3% |
| 17 | Fc1ccccc1Cn1nnc2c(NCc3ccccn3)ncnc21 | 2% | -2% | 0.3% | 6% | 4% | -11% | 1.2% | 3% | -10% |
| 18 | COc1cc2nc(N3CCN(C(=O)OCc4ccccc4)[C@H](C(=O)NC(C)(C)C)C3)nc(N)c2cc1OC | 3% | x | x | x | 1% | x | -0.6% | 20% | x |
| 19 | Cc1cccc(NC(=S)NC2CC3CCCC(C2)N3Cc2cccs2)c1 (stereo not drawn) | 18% | -1% | -1.1% | -7% | -2% | 1% | -0.1% | 3% | -5.9% |
| 20 | COc1ccc(N(C)C(=O)C2CCCN2S(=O)(=O)c2cccc3nsnc23)cc1 (stereo not drawn) | 9% | 4% | -0.1% | 11% | -8% | -5% | 9.9% | 18% | x |
| 21 | Nc1ccc(Nc2nc(-c3cc4ccccc4oc3=O)cs2)cc1 | 47% | -3% | -2.0% | 40% | -4% | 4% | 5.5% | 17% | -4.4% |
| 22 | O=S(=O)(NCc1ccccc1F)c1cccc(S(=O)(=O)N2CCOCC2)c1 | 3% | 6% | -0.4% | 2% | x | -4% | 2.1% | -1% | -1.2% |
| 23 | Cc1cc(=O)nc2c3ccccc3n(C(C)C(=O)NCCC(C)C)n12 (stereo not drawn) | 2% | 14% | 0.9% | 5% | -7% | -3% | -0.4% | -2% | x |
| 24 | COc1ccc(C(=O)Nc2c(N)nc(SCC(=O)c3ccccc3)[nH]c2=O)cc1 | 1% | -5% | -1.9% | -6% | -1% | -2% | 2.1% | 2% | x |
| 25 | CCCN(CCC)CCCNS(=O)(=O)c1cc(Br)cc2c1N(C(C)=O)CC2 | -3% | 3% | 0.6% | -6% | -2% | -10% | 0.3% | -1% | -26% |
| 26 | CC(CN1CCCCC1)NC(=O)c1cc(-c2ccccn2)nc2ccc(Cl)cc12 (stereo not drawn) | 8% | 1% | 3.4% | 11% | 1% | -3% | -2.1% | 25% | -3.5% |
| 27 | O=C(COC(=O)CCc1nc2ccccc2c(=O)[nH]1)NC1CCS(=O)(=O)C1 (stereo not drawn) | 12% | 7% | -1.6% | 26% | 5% | -4% | 0.2% | 10% | -4.3% |
| 28 | O=C(Cc1ccc(S(=O)(=O)N2CCOCC2)s1)N(Cc1ccccc1)c1ccccc1 | 2% | x | x | x | -4% | x | 17% | 14% | x |
| 29 | COc1cc([N+](=O)[O-])cc(/C=N/NC(=O)C(C)Nc2ccccc2C)c1O (stereo not drawn) | 10% | -3% | 14% | 34% | 8% | 1% | 7.1% | 9% | -2.7% |
| 30 | O=C(c1cccc(C(=O)N2CCN(c3ccccc3)CC2)c1)N1CCN(c2ccccc2)CC1 | 11% | 3% | 2.7% | 14% | -4% | -14% | 3.7% | 14% | -1.4% |
| 31 | Cc1ccc(CNC(=O)CCS(=O)(=O)c2cccc3nsnc23)cc1 | 6% | -1% | -0.2% | 1% | -1% | 4% | 0.5% | 5% | -0.3% |
| 32 | CC(C)(C)C(=O)N1CCN(c2nc3ccc(Cl)cc3s2)CC1 | 7% | 0% | -1.1% | 14% | -4% | -3% | 3.3% | 5% | x |
| 33 | COc1cccc(C(=O)C2CCCN(Cc3cn(C)nc3-c3ccccc3)C2)c1 (stereo not drawn) | 11% | 13% | 2.5% | -4% | -4% | -10% | 0.7% | -3% | -3.2% |
| 34 | CC(=O)c1ccc(NC(=O)C(C)OC(=O)c2ccc(NS(=O)(=O)c3ccc(F)c(F)c3)cc2)cc1 (stereo not drawn) | 4% | -1% | 14% | 17% | -1% | 1% | 11% | 11% | -2.7% |
| 35 | CCOC(=O)C1=C(C)NC(=S)NC1/C=C/c1ccccc1 (stereo not drawn) | 8% | -4% | -2.5% | -13% | -12% | -10% | 3.9% | 24% | -17% |
| 36 | CCOc1cc(/C=C2\C(=O)N(c3ccc(C(N)=O)cc3)N=C2C)ccc1OC(=O)c1cccs1 | 24% | 1% | -3.0% | -13% | u | -6% | -0.1% | 14% | -2.8% |
| 37 | COC(=O)c1ccc(NC(=O)C(=O)N2CCN(C(=S)Nc3cccc(OC)c3)CC2)cc1 | 8% | -4% | -4.9% | -38% | -8% | 1% | 1.9% | 7% | -7.2% |
| 38 | Fc1ccc(NCc2nnc(SCc3nnc(-c4ccccc4)o3)n2CC2CCCO2)cc1 (stereo not drawn) | 3% | 2% | -0.4% | -9% | -2% | -5% | 4.3% | 3% | -2.0% |
| 39 | Cc1ccccc1N1CCN(CCCN2C(=O)C3CCCCN3C2=O)CC1 (stereo not drawn) | -3% | -3% | -1.2% | 5% | -3% | -9% | -0.1% | 4% | x |
| 40 | Cc1ccnc(NS(=O)(=O)Cc2ccccc2)c1 | 8% | -2% | 0.7% | 18% | -1% | -16% | -0.3% | 16% | -6.7% |
| 41 | C/C(=N\NC(=O)Cc1cccc2ccccc12)c1ccncc1 | -6% | 16% | -1.1% | 1% | -3% | -4% | 9.1% | 19% | -3.9% |
| 42 | CCOc1ccc(N(CC(=O)NCCc2ccccc2)C(=O)CCC(=O)Nc2nccs2)cc1 | -1% | 2% | 2.3% | -3% | -2% | -4% | 1.2% | 7% | x |
| 43 | C=CCn1c(Cc2cccs2)nnc1SCC(=O)c1ccc(F)cc1 | 12% | 0% | -1.4% | -15% | -8% | -8% | 3.5% | 27% | -1.7% |
| 44 | CC(NC(=O)OCc1ccccc1)c1ccccc1 (stereo not drawn) | 5% | x | x | x | -3% | x | 2.3% | 8% | x |
| 45 | CC(C)c1nc(SCC(=O)Nc2ccc([N+](=O)[O-])cc2Br)n[nH]1 | -2% | 0% | -2.8% | -8% | -6% | -2% | 14% | 3% | -6.9% |
| 46 | C/C(=N/NC(=O)c1ccc2c(c1)OCO2)c1ccc(NC(=O)C(F)(F)F)cc1 | 8% | -3% | -2.3% | 2% | -5% | -7% | 0.2% | 14% | -2.2% |
| 47 | Cc1ccc(-c2cnc(NCc3cc4c(cc3[N+](=O)[O-])OCO4)n2C)cc1C | 78µM* | -6% | -0.9% | -19% | -2% | -4% | 3.2% | 4% | -3.3% |
| 48 | Nn1cnnc1SCC(=O)Nc1ccc2c(c1)OCCO2 | 2% | 1% | -0.7% | 15% | 1% | -2% | 0.0% | 10% | -3.4% |
| 49 | COc1cc([N+](=O)[O-])ccc1NC(=O)CSc1nncn1-c1cccnc1 | 5% | 1% | 1.5% | 18% | 10% | -7% | 4.1% | 10% | x |
| 50 | CC(Nc1cc(N2CCN(S(C)(=O)=O)CC2)ccc1[N+](=O)[O-])c1ccccc1 (stereo not drawn) | 2% | -1% | -2.7% | 11% | -1% | 10% | 6.5% | 2% | -5.5% |
| 51 | COc1ccc(S(=O)(=O)N2CCN(S(=O)(=O)c3ccc4c(c3)OCCO4)CC2)cc1 | 15% | 2% | 1.2% | 38% | 7% | -2% | 0.5% | 1% | -0.6% |
| 52 | CCOC(=O)C1=C(CNCCc2ccc(Cl)cc2)NC(=O)NC1c1cccc([N+](=O)[O-])c1 (stereo not drawn) | -1% | 0% | -1.8% | -2% | -5% | -5% | 0.8% | 9% | -3.8% |
| 53 | COc1cc(CN2CCN(c3ccccc3F)CC2)c([N+](=O)[O-])cc1OC | 29% | 10% | 4.4% | -2% | 1% | -5% | 4.5% | 6% | -4.5% |
| 54 | CCC(C)c1ccc(NC(=O)c2c([N+](=O)[O-])cnn2CC)cc1 (stereo not drawn) | 13% | -6% | 0.3% | 7% | x | -7% | 8.9% | 10% | x |
| 55 | CC(/C=N/NC(=O)Cc1cccn1C)=C\c1ccccc1 | 0% | 8% | 6.9% | -2% | -4% | 4% | 0.3% | 10% | 3.1% |
| 56 | COc1ccc2[nH]c3c(c2c1)CCN1C(=O)N([C@@H](C)C(=O)NCCc2ccc(F)cc2)C(=O)[C@]31C | 11% | 1% | 0.1% | 2% | 1% | -6% | 1.5% | 5% | x |
| 57 | Cc1ccnc(NS(=O)(=O)c2ccc(CC(C)C)cc2)c1 | 7% | 3% | 31% | -1% | -1% | 1% | 1.0% | 20% | -4.8% |

Screens (PubChem)
